FBW7 activator = human FBW7 E3 ligase activation, primary screen; normalized activity (activation), % at 26.1 µM; AlphaScreen FBW7–phospho-cyclin E peptide binding, activator screen; 650,000 compounds, 0.13% hits; Q969H0; AID 1259310; in the data active = normalized activity above about 1.9%;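 also: purified mutant Fbw7 with reduced substrate affinity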
Target sequence (Q969H0 whole entry, looked up): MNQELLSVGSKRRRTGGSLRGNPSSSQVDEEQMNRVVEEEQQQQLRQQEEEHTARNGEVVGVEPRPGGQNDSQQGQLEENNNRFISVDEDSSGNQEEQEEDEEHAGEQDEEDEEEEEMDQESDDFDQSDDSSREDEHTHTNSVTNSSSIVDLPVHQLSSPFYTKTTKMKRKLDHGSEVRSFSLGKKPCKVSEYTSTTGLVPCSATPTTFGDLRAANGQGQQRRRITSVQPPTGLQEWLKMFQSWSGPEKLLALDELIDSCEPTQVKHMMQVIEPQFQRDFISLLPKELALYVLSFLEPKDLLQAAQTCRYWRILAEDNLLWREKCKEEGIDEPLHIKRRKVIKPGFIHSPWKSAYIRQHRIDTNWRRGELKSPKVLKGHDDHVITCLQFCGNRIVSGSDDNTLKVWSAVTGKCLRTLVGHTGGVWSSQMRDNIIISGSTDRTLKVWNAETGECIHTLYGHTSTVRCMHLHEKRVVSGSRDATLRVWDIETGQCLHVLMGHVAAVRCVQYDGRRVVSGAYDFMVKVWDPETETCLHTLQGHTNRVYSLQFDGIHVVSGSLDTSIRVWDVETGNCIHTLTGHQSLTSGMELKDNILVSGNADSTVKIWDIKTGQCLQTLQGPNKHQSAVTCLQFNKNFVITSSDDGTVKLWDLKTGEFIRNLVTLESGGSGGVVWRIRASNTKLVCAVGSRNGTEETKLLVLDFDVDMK
GPR151 ag = activators of human GPR151. 650,000 compounds, 1% hits. PathHunter beta-arrestin GPR151 cells, luminescence. activation, % at 11.2 µM; in the data active = activation above about 4.9%;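 also: 0% = median of compound wells and 100% = cells with positive control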
Target sequence (Q8TDV0 whole entry, looked up): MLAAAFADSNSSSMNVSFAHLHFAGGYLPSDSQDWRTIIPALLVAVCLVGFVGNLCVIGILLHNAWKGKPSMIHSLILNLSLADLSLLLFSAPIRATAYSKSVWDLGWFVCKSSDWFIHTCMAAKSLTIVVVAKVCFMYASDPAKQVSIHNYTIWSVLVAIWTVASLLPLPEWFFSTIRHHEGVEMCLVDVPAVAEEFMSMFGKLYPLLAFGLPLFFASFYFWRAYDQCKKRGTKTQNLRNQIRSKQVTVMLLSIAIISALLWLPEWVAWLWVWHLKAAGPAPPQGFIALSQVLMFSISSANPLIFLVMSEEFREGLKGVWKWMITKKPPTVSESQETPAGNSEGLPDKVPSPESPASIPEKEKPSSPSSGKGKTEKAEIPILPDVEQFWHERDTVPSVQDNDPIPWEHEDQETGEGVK
TEAD-YAP inh = TEAD-YAP interaction inhibition | 640,000 compounds, 1.4% hits | inhibition, % at 9.12 µM | HEK-TIYL cells, TEAD-Gal4/YAP UAS-luciferase luminescence | AID 1259422; in the data active = inhibition above about 32%;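 also: 0% = median of test compound wells and 100% = reference inhibitor wells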
MITF primary = inhibitors of human MITF; O75030; AlphaScreen MITF homodimerization, bead proximity signal; inhibition, % at 2.6 µM; 650,000 compounds, 0.91% hits; AID 1259374; in the data active = inhibition above about 50%;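 also: 0% = vehicle wells with protein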
Starred values were filed as active, the others as inactive; . = not tested or not shown. An unsorted share of the library; 3.5% or so of the library scored in one or more.

SMILES	FBW7 activator	GPR151 ag	TEAD-YAP inh	MITF primary
O=c1c2ccccc2nc(-c2ccc(Br)cc2)n1NCc1ccccc1Br	-0.1	2.2	-30.0	-3.7
CCOC(=O)C1CCCN(C(=O)Cc2ccc(Cl)cc2)C1 (centres undefined)	0.1	1.3	17.1	-11.8
CN1/C(=C\C(=O)c2cncc(Br)c2)C(C)(C)c2ccccc21	0.9	0.9	-3.4	0.4
CCONC(=Nc1ccccc1OC)c1nonc1N	0.1	-0.1	-0.8	-9.4
Cc1ccc(NC(=O)/N=C/c2sc(=O)[nH]c2O)cc1	-0.1	1.2	-4.0	16.1
O=C(Nc1ccc(Br)cc1)c1ccc([N+](=O)[O-])cc1Cl	-0.5	0.9	-77.6	-2.3
CC(=O)c1c(C)oc2c(Cl)cc(NS(=O)(=O)c3ccc4ccccc4c3)cc12	-0.1	0.1	-1.8	-3.3
O=C1CN(Cc2ccccc2OCC(O)CN2CCc3ccccc3C2)CCN1 (centres undefined)	-0.1	0.9	0.3	6.2
CCc1cc2c(nc1CC)CCN(CC/C(C)=N/O[C@H](C)c1cn([C@@H]3COC[C@H]3O)nn1)C2	0.3	-2.4	.	0.4
COC(=O)C1=C(C)Nc2nnnn2C1c1cccc(O)c1 (centres undefined)	0.0	1.3	-0.1	-12.2
CC(=O)Nc1ccc(N=Cc2cc(C)cc(I)c2O)cc1	0.3	0.1	2.0	6.4
CCCCC(=O)Nc1nnc(SCC)s1	0.3	-1.5	2.7	4.6
Cc1c(C(=O)N2CCCCC2)sc(N)c1C#N	0.1	0.2	-3.9	25.4
O=C(Nc1c2c(nn1-c1cccc(Cl)c1)CSC2)c1ccccc1Cl	0.0	0.7	3.0	-18.5
C=CCNC(=O)/C(=C\c1ccccc1)NC(=O)c1ccco1	-0.1	0.9	3.5	3.2
CCOc1ccc(S(=O)(=O)N2CC=C(c3ccccc3)CC2)c2cccnc12	0.0	0.5	-18.1	13.1
O=C1CSC(=S)N1/N=C/c1ccccc1OS(=O)(=O)c1ccccc1	0.1	-0.8	4.6	12.2
CSc1nc(-c2ccccc2)ccc1C(N)=O	-0.3	0.4	-9.8	-17.0
COc1ccc(CNCc2ccco2)cc1OCc1ccccc1	-0.1	-0.7	-12.3	40.7
COC(=O)C1C(=O)NC(SCC(=O)OCc2ccccc2)=C(C#N)C1c1ccccc1[N+](=O)[O-] (centres undefined)	0.0	-0.4	10.1	6.6
Cc1cccc(-c2ccc3c(-c4ccc(C(=O)N5CCOCC5)cc4)[nH]nc3n2)c1	0.0	-0.6	-5.5	0.1
COc1ccc(CN(C)C(=O)CCC2(Cc3ccco3)CCC(=O)N2)cc1OC (centres undefined)	0.2	-1.1	14.2	11.4
Cc1ccc(NC(=O)CCS(=O)(=O)c2ccc3c(c2)SCC(=O)N3)cc1Cl	0.2	3.4	18.2	2.3
CCn1c2ccccc2c2cc(NC(=O)Cc3ccccc3)ccc21	0.1	1.7	1.2	8.2
COc1ccc(C(=O)OCCCC(F)(F)C(F)(F)F)cc1	0.0	0.1	-1.3	4.7

Profiles from above.
Record of O=C(Nc1ccc(Br)cc1)c1ccc([N+](=O)[O-])cc1Cl : FBW7 activator: -0.5; GPR151 ag: 0.9; TEAD-YAP inh: -77.6; MITF primary: -2.3
Record of Cc1cccc(-c2ccc3c(-c4ccc(C(=O)N5CCOCC5)cc4)[nH]nc3n2)c1 : FBW7 activator: 0.0; GPR151 ag: -0.6; TEAD-YAP inh: -5.5; MITF primary: 0.1

At a glance, part of the list above:
SMILES	FBW7 activator	GPR151 ag	TEAD-YAP inh	MITF primary
O=c1c2ccccc2nc(-c2ccc(Br)cc2)n1NCc1ccccc1Br	-0.1	2.2	-30.0	-3.7
CCOC(=O)C1CCCN(C(=O)Cc2ccc(Cl)cc2)C1 (centres undefined)	0.1	1.3	17.1	-11.8

(listing goes on)
SMILES	FBW7 activator	GPR151 ag	TEAD-YAP inh	MITF primary
O=C(O)c1ccc(COc2ccc(CO)cc2Br)cc1	-0.1	-2.9	-39.1	8.8
Oc1ccc(-c2cnc3ccc(NCc4cccc(Cl)c4)nn23)cc1	0.2	3.0	1.8	8.1
O=C(NCCOc1ccccc1)C1CCN(c2ccc(Nc3ccc(N4CCOCC4)cc3)nn2)CC1	-0.2	1.9	2.1	1.4
Cc1ccnc(NC(c2ccccc2Cl)c2ccc3cccnc3c2O)c1 (centres undefined)	-0.5	-0.4	77.9*	22.3
COc1ccc(CC(=O)NCCc2cc3ccc(C)cc3[nH]c2=O)cc1	-0.1	0.2	-0.5	0.7
Cc1ccc2nc(SCC(=O)Nc3ccccc3C(F)(F)F)[nH]c2c1	0.0	0.0	-6.0	-0.8
CC1CN(C(=O)c2ccc([N+](=O)[O-])cc2Cl)CC(C)O1 (centres undefined)	0.0	-0.1	3.1	0.8
Cc1nc2c(-c3ccc(F)cc3)c(C)nn2c(C)c1CC(=O)N1CCC(C)CC1	-0.2	0.3	0.6	-0.4
CC(=O)C1=C(O)C(=O)NC1c1ccccc1 (centres undefined)	-0.2	-0.9	4.1	-3.8
COc1cccc(C2NC(=O)NC(C)=C2C(=O)OCC2CCCO2)c1 (centres undefined)	-0.1	-1.3	3.6	3.3
CCOC(=O)c1c(C)[nH]c(C)c1C(=O)COC(=O)c1cccc([N+](=O)[O-])c1C	0.3	0.0	-7.1	18.6
COc1ccc(NC(=O)C(=O)NC2CCCCCC2)c(OC)c1	-0.3	5.3*	-3.0	1.4
COc1ccc(NC(=O)C2CCN(S(=O)(=O)c3ccc4c(c3)oc(=O)n4C)CC2)cc1	0.0	0.2	-6.1	7.4
CC1(C)Cc2c(sc(NC(=O)c3ccc4ncsc4c3)c2C(N)=O)C(C)(C)N1	0.0	0.1	-16.4	13.1
O=c1c2ccccc2nc(/C=C/c2cn(Cc3ccccc3)c3ccccc23)n1CCO	-0.1	1.4	-0.9	20.6
Cc1cc2cc(CNC(=O)c3ccc4ccccc4c3)ccc2[nH]1	-0.2	1.0	21.3	9.3
CN(CCc1cnn(C)c1)C(=O)CC1C(=O)NCCN1Cc1ccc(Cl)c(F)c1 (centres undefined)	0.0	1.4	6.3	0.7
CC(C)N1CCC(N2CCN(CC3=Cc4cc(Cl)ccc4OC3)CC2CCO)CC1 (centres undefined)	0.1	1.1	-4.2	-12.5
COCCCNC(=O)/C=C/c1ccc(OC)cc1	0.0	-0.6	-1.2	3.3
COc1ccc(Cl)cc1-n1c(=S)sc2c(=O)n(-c3ccc(F)cc3)c(SCC3CCCO3)nc21 (centres undefined)	-0.2	-0.1	-9.5	-6.4
Fc1cc(NC(=S)C2COc3ccccc3O2)ccc1-c1cn[nH]c1 (centres undefined)	0.1	1.6	-14.1	-0.4
COc1ccc(NC(=S)NCC(O)c2ccccc2)c(OC)c1 (centres undefined)	0.2	-0.3	11.9	2.8
CCCOc1ccc(N2CC(C(=O)Nc3cccc(Cl)c3Cl)CC2=O)cc1 (centres undefined)	0.0	-1.4	-6.3	3.3
Cc1ccc(-n2cnc3cc(C(=O)NCCc4ccccc4)ccc32)c(C)c1	-0.1	5.5*	5.7	-7.1
CC(=O)c1ccccc1NC(=O)COC(=O)CCCSc1nc2ccccc2s1	0.1	-4.3	9.8	-4.5
Going on with the list.
SMILES	FBW7 activator	GPR151 ag	TEAD-YAP inh	MITF primary
COC(=O)Cn1c(=O)c2c(nc3n(-c4cccc(OC)c4)c(C)cn23)n(C)c1=O	0.1	-1.0	15.0	0.4
C=CCNC(=O)/C(=C/c1ccc(OC)cc1)NC(=O)c1cccc(Br)c1	0.1	3.5	8.9	15.1
C=CC[C@H]1CC(C)=C[C@@H](CC=C)N1	-0.7	-0.3	16.1	-12.8
Cc1cccn2c(CN3CCN(c4cnccn4)CC3)c(C(=O)N3CCCCC3)nc12	-0.2	0.6	-3.2	-4.6
O=C(NC1(C(F)(F)F)NC(=O)N(CCc2ccccc2)C1=O)c1ccc(Cl)cc1 (centres undefined)	-0.1	0.3	4.5	-4.1
CC1CCC2(CC1)NC(=O)N(Cc1nc(N)nc(N)n1)C2=O (centres undefined)	0.3	1.1	4.4	21.5
CCN(C(=O)Cn1c(C(C)O)nc2ccccc21)C1CCCCC1 (centres undefined)	0.0	3.0	1.9	8.4
CC(C)NC(=O)COc1ccc(Br)cc1	0.1	0.9	-10.4	15.2
CN(C(=O)c1ccsc1)C(Cc1ccccc1F)C1CCN(Cc2cnn(C)c2)CC1 (centres undefined)	0.0	0.2	-6.1	-2.3
COc1ccc(C2Nc3ccc(Cl)cc3C(c3ccccc3)O2)c(OC)c1 (centres undefined)	1.3	-1.3	-6.7	18.3
O=C(COC(=O)c1ccc[n+]([O-])c1)Nc1cc([N+](=O)[O-])ccc1Cl	0.2	2.6	24.0	8.8
O=C(Nc1ccc(Cl)c(Cl)c1)c1cccc(-n2cnnn2)c1	0.8	-0.5	-18.5	-9.6
CC(=O)Nc1ccc(N=Cc2ccc(OC(=O)c3ccccc3OC(C)=O)cc2)cc1	0.0	-1.6	-2.2	-1.2
CC(C)CN1CCN(Cc2ccc3cc(F)ccc3n2)CC1CCO (centres undefined)	-0.1	0.5	-2.4	-1.6
CCOC(=O)N1CCC(NC(=O)CCC(=O)N2CCOc3ccc(C)cc32)CC1	0.6	-0.5	-0.2	6.8
Cc1cccc(-c2cc(C(=O)NCCc3cccc(Cl)c3)c3ccccc3n2)c1	0.1	-0.5	2.7	12.6
O=C(NC1CCCCCCC1)c1cc(Sc2ccccc2Cl)nc2ccccc12	0.1	0.6	-6.3	13.9
COc1ccc(Nc2oc(-c3ccc(OC)cc3)nc2C#N)cc1	-0.1	1.5	-68.0	1.1
Nc1nc(SCC(=O)NC2CC2)nc2sc3c(c12)CCC3	-0.1	0.0	-6.0	1.4
CN(CCc1ccccn1)C(=O)CCC1CCCN(C(=O)CC2=CCCCC2)C1 (centres undefined)	0.1	0.3	12.8	13.2
CN1CCN(c2cc(-c3ccccc3)nc(-c3ccncc3)n2)CC1	0.1	-0.2	8.8	0.9
CCCc1[nH]nc2c1C(c1ccc(C(=O)OC)cc1)C(C#N)=C(N)O2 (centres undefined)	-0.2	0.3	-3.9	-7.4
Cn1nccc1Nc1cc(C(=O)NC2CC2)ccn1	0.0	0.3	-6.3	4.8
CCCc1nc(NCc2ccccc2)c(C#N)c2c1CCCC2	0.0	0.0	11.1	1.8
Cn1c(=O)c2cc(C(=O)NC3CCCC3)sc2c2ccccc21	0.1	2.1	1.7	11.5
Next section.
SMILES	FBW7 activator	GPR151 ag	TEAD-YAP inh	MITF primary
COc1ccc(CNS(=O)(=O)c2ccc(F)c(C(=O)Nc3cccc(Cl)c3C)c2)cc1	0.0	-0.8	5.1	4.6
Cc1ccc(-n2c(-c3ccccc3)cn3c4c(=O)[nH]c(=O)n(C)c4nc23)cc1	-0.1	0.4	3.0	-5.3
O=C(NCc1ccco1)c1c(O)c2ccccc2[nH]c1=O	0.0	0.2	0.7	6.1
O=C(CN1C(=O)CCC1=O)Nc1nc2c(s1)CCc1ccccc1-2	-0.1	1.3	6.1	-13.5
CC(C)NC(=O)CCNC(=O)c1ccc(Br)o1	-0.3	0.2	-1.0	-4.8
COc1ccc(OC)c(/C=C2\C(=O)N(c3ccc(Cl)c(C(=O)O)c3)N=C2C)c1	0.0	-1.4	4.5	-8.5
COc1ccc(OC)c(CN2CCc3c(nc(N4CCCCC4)[nH]c3=O)C2)c1	-0.2	1.5	6.6	5.9
CCOc1cc(/C=C2/C(=N)N3N=C(CC)SC3=NC2=O)cc(Cl)c1OCCOc1ccccc1OC	-0.2	0.6	-5.5	5.9
O=C(OCCN1C(=O)c2cccc3c(N4CCOCC4)ccc(c23)C1=O)c1cc(Cl)cc(Cl)c1	0.0	-0.3	5.8	-0.6
Cc1cc(C)n(CCC(=O)N2CCC(n3nccc3NC(=O)C3CC3)CC2)n1	0.0	0.0	-1.5	13.8
O=C(c1ccc2c(=O)n(Cc3ccc(Cl)cc3)c(=S)[nH]c2c1)N1CCCCC1	0.2	1.1	1.8	8.5
CC(C)(C)OC(=O)N1CCC(Nc2cc(Nc3ccccc3C(N)=O)ccn2)CC1	-0.1	-0.7	-1.7	7.1
CCCCCNC(=O)c1ccc2c(=O)n(Cc3ccco3)c(=S)[nH]c2c1	0.1	1.2	9.6	6.2
CC1CC(C)CN(CCCNC(=O)CNC(=O)Cn2cnc3sc4c(c3c2=O)CCCC4)C1 (centres undefined)	-0.2	-1.9	-0.7	-4.0
Cn1c(O)c(C=NCC2CCN(C(=S)Nc3ccccc3)CC2)c(=O)n(C)c1=O	0.2	0.1	1.8	-2.6
CC(=O)N1CCN(Cc2ccc3c(c2)CN(C/C=C/C(C)C)CCO3)CC1	-0.1	-1.2	1.0	0.9
CCOC(=O)C(CC)n1ncn2c(cc3occc32)c1=O (centres undefined)	-0.1	1.6	-7.9	-1.0
COC(=O)COc1ccc(/C=C2\C(=O)C(C(=O)OC)=C(C)N2c2ccc(F)cc2)cc1	-0.1	-0.1	4.9	6.1
CC1=C(C(=O)NCc2ccccc2)C(c2ccco2)NC(=S)N1 (centres undefined)	0.1	-0.3	-3.8	6.8
C/C=C/Cn1c(SCc2ccccc2Cl)nc2c1c(=O)[nH]c(=O)n2C	-0.1	-0.6	-3.1	-5.4
CC(Oc1ccc(C(C)(C)C)cc1)C(N)=O (centres undefined)	-0.4	-1.2	-4.7	0.6
COc1ccc(/C=C2\SC(=O)N=C2N)cc1OC	-0.1	0.9	-7.3	7.2
Cc1nn(C(C)C(=O)NCCc2cccs2)c(=O)c2c1sc1ccccc12 (centres undefined)	-0.2	-0.2	-13.2	-9.0
CN1CCN(C2CCN(c3cccc(Cl)c3)CC2)CC1CCO (centres undefined)	0.2	-0.9	-6.8	16.5

Assay outcomes (PubChem)
